CF NFkB inh = inhibitors of PAF-induced NF-kB signaling, primary screen, cell-based, GFP fluorescence, uHTS | 360,000 compounds, 0.86% hits | inhibition, % at 5 µM | KKLEB NF-kB-GFP reporter, GFP fluorescence overnight;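 active means at least 50% inhibition at 5 µM, scaled per plate between neutral and stimulator controls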;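 further: PAF is a Pseudomonas aeruginosa culture filtrate used as stimulus; plate controls were PAF-stimulated DMSO wells for no effect and unstimulated DMSO wells for full effect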
NCOA2 inhibitor = inhibition of GAL4-SRC2 driven luciferase reporter, primary screen, SRC2 inhibitor project, cell-based, luminescence; Nuclear receptor coactivator 2 (Homo sapiens), Q15596; HEK293 GAL4-SRC2 luciferase reporter; 370,000 compounds, 0.17% hits; inhibition, % at 9 µM;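 active means inhibition above the mean inhibition of all tested compounds plus 3 SD, set per campaign, cut at about 52% in these data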;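 further: 0% = DMSO treated cells and 100% = cells given Gossypol at 36 µM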
TWEAK-Fn14 inh = inhibitors of TWEAK-Fn14 signaling, primary screen, luciferase reporter cells, uHTS; TWEAK-stimulated Fn14 reporter cells, luciferase luminescence, 8 h; inhibition, % at 10 µM; 360,000 compounds, 2% hits; in the data active means inhibition above about 50%
LRH-1 inv ag = LRH-1 (NR5A2) inverse agonists, primary screen, cell-based, luminescence, HEK293T, StAR-luciferase reporter | Nuclear receptor subfamily 5 group A member 2 (Homo sapiens), O00482 | LRH-1 transfected, 24 h | inhibition, % at 3.6 µM | 360,000 compounds, 0.13% hits;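 active means inhibition above the mean inhibition of all tested compounds plus 3 SD, cut at about 73% in these data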;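 further: 0% = DMSO wells and 100% = reporter-only cells lacking LRH-1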
EBV LMP1 NFkB = EBV LMP1-driven NF-kappaB luciferase reporter inhibitors, primary screen, cell-based, luminescence, single point; inhibition, % at 12.5 µM; LMP1-induced NF-kappaB luciferase reporter cells; AID 504558, 2011; 350,000 compounds, 0.69% hits; in the data active means inhibition above about 41%;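 further: 0% = neutral control wells and 100% = reference inhibitor control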
TROY signal inh = inhibitors of TROY-driven NF-kB signaling, primary screen, Q293 LMP1-TROYcd cells, NF-kB luciferase, uHTS; Q293 LMP1-TROYcd NF-kB luciferase reporter, 4 h; inhibition, % at 10 µM; 360,000 compounds, 0.98% hits;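 active means compounds whose plate-normalised and pattern-corrected inhibition of the luciferase reporter signal at the single screening dose is 50% or more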
SRC1 inh = SRC1 coactivator transcriptional activity inhibitors, primary screen, cell-based, luminescence; Nuclear receptor coactivator 1 (Homo sapiens), Q15788; inhibition, % at 3.6 µM; HEK293 GAL4-SRC1 luciferase reporter; 360,000 compounds, 0.12% hits;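 active means inhibition above the campaign mean plus 3 SD, with each screening campaign given its own cutoff, cut at about 60% in these data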;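 further: 0% = DMSO treated cells and 100% = gossypol at 36 µM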
Target sequence (Q15788 whole entry, looked up, the tested form may be a part): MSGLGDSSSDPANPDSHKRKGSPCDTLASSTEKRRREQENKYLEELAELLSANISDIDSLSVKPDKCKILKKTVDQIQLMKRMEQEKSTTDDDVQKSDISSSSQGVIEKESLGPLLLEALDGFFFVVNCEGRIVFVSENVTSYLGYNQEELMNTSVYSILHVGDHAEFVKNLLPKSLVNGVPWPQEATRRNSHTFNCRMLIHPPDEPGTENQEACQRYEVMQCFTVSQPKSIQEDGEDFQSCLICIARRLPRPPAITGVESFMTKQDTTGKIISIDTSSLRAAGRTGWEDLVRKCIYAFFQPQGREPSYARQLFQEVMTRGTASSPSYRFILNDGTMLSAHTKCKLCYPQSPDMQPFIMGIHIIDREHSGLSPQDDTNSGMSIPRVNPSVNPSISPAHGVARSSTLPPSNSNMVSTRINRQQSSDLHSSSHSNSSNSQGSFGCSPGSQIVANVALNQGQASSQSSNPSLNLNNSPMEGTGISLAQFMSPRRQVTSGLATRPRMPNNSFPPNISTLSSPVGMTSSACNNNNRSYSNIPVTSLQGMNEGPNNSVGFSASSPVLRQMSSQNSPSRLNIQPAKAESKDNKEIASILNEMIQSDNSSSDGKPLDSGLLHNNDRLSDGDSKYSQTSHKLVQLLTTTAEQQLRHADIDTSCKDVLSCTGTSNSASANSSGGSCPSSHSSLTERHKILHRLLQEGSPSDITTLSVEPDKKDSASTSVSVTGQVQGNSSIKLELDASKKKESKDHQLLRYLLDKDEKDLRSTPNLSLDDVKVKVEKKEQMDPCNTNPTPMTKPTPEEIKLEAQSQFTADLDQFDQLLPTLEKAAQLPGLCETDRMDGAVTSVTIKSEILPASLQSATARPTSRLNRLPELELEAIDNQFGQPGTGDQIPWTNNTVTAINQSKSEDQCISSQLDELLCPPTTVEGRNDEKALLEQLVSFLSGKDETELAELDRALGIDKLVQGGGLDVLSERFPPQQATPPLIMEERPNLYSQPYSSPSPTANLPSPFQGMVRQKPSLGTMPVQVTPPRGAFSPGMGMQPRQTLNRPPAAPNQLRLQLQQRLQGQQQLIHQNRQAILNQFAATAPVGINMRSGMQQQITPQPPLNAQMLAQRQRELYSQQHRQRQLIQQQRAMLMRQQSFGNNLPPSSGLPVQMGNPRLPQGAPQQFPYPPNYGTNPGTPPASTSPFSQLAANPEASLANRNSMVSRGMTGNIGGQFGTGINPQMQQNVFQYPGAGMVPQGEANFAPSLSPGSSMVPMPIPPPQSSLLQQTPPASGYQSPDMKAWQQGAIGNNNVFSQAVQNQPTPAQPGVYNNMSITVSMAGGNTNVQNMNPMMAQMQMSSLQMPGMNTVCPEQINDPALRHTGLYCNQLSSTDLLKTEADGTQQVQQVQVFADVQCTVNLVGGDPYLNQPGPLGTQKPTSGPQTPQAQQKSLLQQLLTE
NCOA3 inh = SRC3 coactivator transcriptional activity inhibitors, primary screen, cell-based, luminescence; 360,000 compounds, 0.17% hits; HEK293 GAL4-SRC3 luciferase reporter; inhibition, % at 3.6 µM;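 active means inhibition above a per-campaign cutoff, the mean of all compounds plus 3 SD, cut at about 60% in these data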;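 further: 0% = DMSO-treated cells and 100% = gossypol-treated cells at 36 µM; higher means less SRC3-driven luciferase light from the GAL4 reporter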
C8 TRAIL sens = viability loss with TRAIL in NB7+C8 cells, primary screen, TRAIL sensitizer project, cell-based, ATPlite luminescence; inhibition (viability loss, TRAIL sensitization), % at 10 µM; 360,000 compounds, 1% hits; AID 624354, 2012;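 active means compounds causing at least 50% loss of cell viability in the single-dose screen, relative to plate controls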
KKLEB cytotox = cytotoxicity in KKLEB CF airway cells, primary screen, cytotoxicity control for CF NF-kB inhibitor project, cell-based, uHTS, fluorescence assay plates | activity change (cytotoxicity), % at 5 µM | KKLEB CF airway cells viability, ATPlite luminescence, overnight; stronger effect = lower value; cells stimulated with P. aeruginosa culture filtrate | 360,000 compounds, 0.36% hits | AID 602141, 2011;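 active means corrected activity change at or below -50% at 5 µM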
NR2F2 inh = NR2F2 transcriptional activity inhibitors, primary screen, cell-based, luciferase reporter, HEK293T, luminescence. HEK293T NGFI-A luciferase reporter. 370,000 compounds, 0.7% hits. inhibition, % at 8.6 µM. COUP transcription factor 2 (Homo sapiens), P24468;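 active means inhibition above a per-plate cutoff, mean inhibition of test wells between control levels plus 3 SD, cut at about 38% in these data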;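 further: cells cotransfected with COUP-TFII expression vector driving the NGFI-A reporter; 0% = median of COUP-TF2 test wells and 100% = reporter-only cells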
* = called active by the depositor; nt = not tested or not shown.

SMILES	CF NFkB inh	NCOA2 inhibitor	TWEAK-Fn14 inh	LRH-1 inv ag	EBV LMP1 NFkB	TROY signal inh	SRC1 inh	NCOA3 inh	C8 TRAIL sens	KKLEB cytotox	NR2F2 inh
Cn1c(=O)cc(OCCCC(=O)NCc2cccnc2)c2ccccc21	-21	-18	-13	12	-1	4	-23	13	5	5	-16
O=C(c1ccccc1Sc1cccc2ccccc12)N1CCOCC1	7	-7	-7	-8	-2	-12	-6	-25	-11	7	5
O=C(O)CCC(=O)Nc1cccc(C(=O)Nc2ccc(Br)cc2)c1	2	-29	8	-10	-1	-2	-10	7	21	3	7
COc1cccc(CCNS(=O)(=O)CCNC(=O)c2cccc(OC)c2)c1	21	-12	7	3	-1	-7	4	3	-5	-7	7
CCOc1cccc(/C=C/c2cc(C(=O)O)c3ccccc3n2)c1OC	24	nt	28	-42	13	-20	-51	-43	76*	-32	nt
O=c1cc(CSc2nc(NCc3ccccc3)c3ccccc3n2)nc2ccc(Cl)cn12	3	-8	-14	7	3	-16	-2	9	-12	-1	16
CS(=O)(=O)NCc1nnc(SCc2c(F)cccc2Cl)o1	18	-7	-8	-6	6	5	8	17	10	-5	-13
COc1cccc(C2/C(=C(\O)c3ccc4c(c3)OCCO4)C(=O)C(=O)N2CC2CCCO2)c1 (stereo not drawn)	-7	13	-12	-11	-9	-28	-24	-17	-10	3	-8
Cc1cc(C)c2[nH]c(=O)c(CN(Cc3nnnn3C3CCCC3)C3CCCCC3)cc2c1	7	nt	-9	11	-4	8	-3	3	-13	-4	nt
CC(CS(=O)(=O)c1ccc2c(c1)NC(=O)CS2)C(=O)N1CCN(c2cccc(Cl)c2)CC1 (stereo not drawn)	12	-5	19	6	13	-9	-2	1	-2	11	7
O=C(COc1ccccc1)Nc1ccccc1N1CCN(c2ccc(F)cc2)CC1	12	-23	4	12	4	24	-44	0	8	-13	-2
O=C(Nc1ccccc1C(=O)NCC1CCCO1)c1ccccc1 (stereo not drawn)	-2	20	-12	-2	-6	11	-7	0	-11	8	-8
CSc1cnc2c(=O)n(C)c(=O)[nH]c2n1	0	-6	21	9	6	-7	17	11	2	14	-20
Cc1ccc(NC(=O)CN2C(=O)NC3(CCc4ccccc43)C2=O)cc1S(=O)(=O)N1CCCCC1 (stereo not drawn)	9	24	2	-8	-7	5	-2	8	-15	-5	8
CCOCC(=O)N1CCN(c2ccccc2OC)CC1	-22	-5	-13	5	3	2	9	17	2	4	1
Cc1ccc2[nH]cc(S(=O)(=O)c3ccc(C(C)C)cc3)c(=O)c2c1	-21	3	-1	4	-12	6	-11	4	-14	4	-6
Oc1ccc(-c2nc3ccccn3c2NCc2ccc3c(c2)OCO3)cc1	4	-14	25	9	-8	-20	-36	-8	-11	-1	-2
CN1CCN(C(=O)c2ccc3c(=O)n(CCc4ccccc4)c(=S)[nH]c3c2)CC1	13	16	21	-1	-3	0	-5	22	4	-6	-2
O=C(COC(=O)c1cccc(Br)c1)NCCNC(=O)COC(=O)c1cccc(Br)c1	10	-5	8	-3	5	2	9	-1	7	-20	13
CCn1c(COc2ccccc2C)nnc1SCC(=O)N1CCC(C)CC1	-3	13	19	-2	-1	7	-48	16	9	0	8
Cc1noc(C)c1C(=O)NCc1cccs1	4	nt	-10	-1	-1	9	15	-7	-19	7	nt
C[C@H](CO)NC(=O)[C@@H]1C[C@H]1[C@@H](NP(=O)(c1ccccc1)c1ccccc1)c1ccccc1	-10	-27	-7	9	-1	-30	5	12	-13	0	2
CCCCC(=O)NC(=S)Nc1cccc(NC(=O)c2ccco2)c1	-13	5	47	-15	-6	24	-15	3	-17	7	8
O=C(CN1CCN(c2ncccn2)CC1)Nc1ccccc1-n1cccc1	2	11	2	11	-9	-10	2	5	6	-6	6
C=CCn1c(SCC(=O)Nc2ccc(F)cc2F)nc2c([nH]c3ccccc32)c1=O	-11	8	-22	20	-7	-17	-1	-5	-1	-10	-10
The results go on.
SMILES	CF NFkB inh	NCOA2 inhibitor	TWEAK-Fn14 inh	LRH-1 inv ag	EBV LMP1 NFkB	TROY signal inh	SRC1 inh	NCOA3 inh	C8 TRAIL sens	KKLEB cytotox	NR2F2 inh
COc1ccc(C(=S)N2CCOCC2)cc1OS(=O)(=O)c1ccccc1[N+](=O)[O-]	6	-4	6	9	8	-7	-6	17	0	0	16
Cc1noc(C)c1C(=O)OCC(=O)NCCc1ccccc1	20	-21	9	10	2	-7	-10	-7	-19	-15	-2
Nc1[nH]c(C(=O)c2ccccc2)c(-c2ccccc2Br)c1C(=O)NCCc1ccc(Cl)cc1Cl	nt	9	-1	-34	nt	18	nt	nt	-3	nt	4
COc1ccc(OCC(O)CN2CCN(CC(O)COc3ccc(OC)cc3)CC2)cc1 (stereo not drawn)	-6	5	11	9	5	-18	3	10	-3	6	-5
CCOC(=O)c1ccccc1NC(=O)C(C)Oc1ccccc1 (stereo not drawn)	5	14	21	21	-5	-15	-12	15	-3	-7	0
CCCNC(=O)CCc1c(C)nc2c(c(C)nn2-c2ccc(C)cc2)c1C	2	18	11	-4	3	19	-16	11	5	1	2
CCc1ccccc1N1C(=O)C2C3CC(=O)C(c4ccccc43)C2C1=O (stereo not drawn)	-1	-18	-3	-1	5	-4	11	18	-1	12	1
CCOC(=O)c1c(NC(=O)COc2ncnc3sccc23)sc2c1CCC2	-6	9	3	-4	-14	19	-6	-12	-5	-21	-17
COc1ccc(-c2csc(NC(=O)C3=COCCO3)n2)c(OC)c1	5	-88	-30	-49	-17	-40	-75	-65	-1	-3	-26
CS(=O)(=O)N(Cc1ccccc1)c1ccc(C(=O)NCc2cccnc2)cc1	-4	21	8	14	-1	3	-4	9	8	11	-7
CN(c1c(C#N)c(C(F)(F)F)nn1C)N(S(C)(=O)=O)S(C)(=O)=O	5	-17	29	3	-4	5	1	16	-8	-10	13
Cc1c(C(=O)N2CC(C(=O)N3CCCCC3)Oc3ccccc32)oc2ccccc12 (stereo not drawn)	1	0	-13	24	8	5	-11	18	7	-2	9
CCOc1ccc(NC(=O)C(C)Oc2ccccc2C(=O)Nc2ccc(C)c(Cl)c2)cc1 (stereo not drawn)	-26	-45	-3	-2	-20	-34	-26	-34	-7	16	-29
CC(=O)Nc1ccc(SCC(=O)c2cc(C)n(CC(F)(F)F)c2C)cc1	14	-46	-3	-37	-21	16	-59	-87	-2	-2	-39
Cn1c(=O)c2c(-c3ccccc3)n(-c3ccccc3)cc2n(C)c1=O	19	10	9	25	-3	-4	11	13	3	1	4
Cn1cc(SCC(=O)Nc2ccc3c(c2)OCCO3)c2ccccc21	11	-34	-1	13	-6	-30	-7	-10	-8	-9	-16
Cc1cccc(C(=O)NCCNC(=O)c2cccnc2)c1	11	-1	1	-16	-5	13	7	14	-16	0	0
CC(C)(C)c1ccc(NC(=O)NCc2ccco2)cc1	13	-46	-19	-86	-31	-36	-39	-22	14	12	-23
O=C(COC(=O)CCc1c[nH]c2ccccc12)Nc1ccc([N+](=O)[O-])cc1	3	14	12	1	-3	9	-17	8	-4	8	-11
Oc1ccc(N2CCN(Cc3nc4ccccc4[nH]3)CC2)cc1	2	-5	8	-1	-2	-22	9	-2	-15	4	-6
Cc1ccc(S(=O)(=O)c2c(N)n(CCC(C)C)c3nc4ccccc4nc23)cc1	-22	3	44	21	-12	73*	-1	16	-7	13	4
CCCCOc1ccc(N(CC(=O)NC2CCCCC2)C(=O)c2snc(C(N)=O)c2N)cc1	1	-21	11	7	3	-6	4	-1	-11	-2	-1
Nc1c(NCc2ccccc2F)c(=O)[nH]c(=O)n1Cc1ccccc1	11	-13	11	-7	-3	-1	-5	-7	6	-5	5
CC(CNC(=O)c1cc(COc2c(F)cccc2F)on1)Oc1cccnc1 (stereo not drawn)	7	-26	2	10	2	4	6	-4	-7	-1	2
CCN(c1ccccc1)S(=O)(=O)c1csc(C(N)=O)c1	12	6	-9	-21	4	-1	-12	-7	11	-14	-5
The list continues.
SMILES	CF NFkB inh	NCOA2 inhibitor	TWEAK-Fn14 inh	LRH-1 inv ag	EBV LMP1 NFkB	TROY signal inh	SRC1 inh	NCOA3 inh	C8 TRAIL sens	KKLEB cytotox	NR2F2 inh
CS(=O)(=O)N1CCN(C(=O)c2cc(-c3cccs3)nc3ccccc23)CC1	-19	-48	15	-3	-17	0	-6	-11	1	10	-2
Cc1ccc(-n2ccnc2SCC(=O)O)c(C)c1	6	-18	20	0	3	40	2	3	-10	-5	2
O=C(Nc1cc(SCCO)cc([N+](=O)[O-])c1)c1ccco1	-5	2	-5	22	5	3	-2	-6	-11	-3	-8
CCOc1ccc(NC(=O)CS(=O)CC(=O)Nc2cccnc2)cc1 (stereo not drawn)	4	18	1	6	1	-14	8	20	-13	10	13
CC(OC(=O)c1ccc(S(=O)(=O)N2CCOCC2)cc1)c1ccccc1 (stereo not drawn)	4	5	-12	6	-9	11	7	1	-1	-12	-13
COc1ccc(C(=O)n2cnc3ccccc32)cc1Br	16	-36	11	16	9	-9	-1	12	-12	-3	3
O=C(c1ccco1)N1CCN(S(=O)(=O)c2cccc([N+](=O)[O-])c2)CC1	-5	-2	-5	-5	0	-5	1	6	5	17	-10
CC(=O)c1ccc(NC(=O)C2CCCN2S(=O)(=O)c2cccc3cccnc23)cc1 (stereo not drawn)	2	-5	-13	14	8	0	-29	-6	-8	-2	-27
CCN(CC)CCCNC(=O)c1ccccc1C	-28	-5	19	5	5	-1	-16	-22	-8	4	8
O=[N+]([O-])c1ccc(NC(=S)N2CCc3ccccc3C2)cc1	-4	-21	-27	6	-9	-19	-23	7	-2	-3	-10
CC(C)CN(C(=O)COC(=O)CNC(=O)c1ccc(Cl)cc1)C1CCS(=O)(=O)C1 (stereo not drawn)	12	-40	19	2	3	8	7	6	-5	-9	-3
COc1ccc(NC(=O)CSc2n[nH]c(=O)n2C2CC2)cc1Cl	25	17	-2	0	-3	7	3	-7	0	-8	11
Cc1cccc(N2CCN(C(=O)c3cc(C)oc3C)CC2C)c1 (stereo not drawn)	7	-6	8	-6	-4	-9	2	15	2	10	8

Compound profiles (already shown).
CCN(CC)CCCNC(=O)c1ccccc1C is entered as CF NFkB inh = -28; NCOA2 inhibitor = -5; TWEAK-Fn14 inh = 19; LRH-1 inv ag = 5; EBV LMP1 NFkB = 5; TROY signal inh = -1; SRC1 inh = -16; NCOA3 inh = -22; C8 TRAIL sens = -8; KKLEB cytotox = 4; NR2F2 inh = 8
O=C(Nc1cc(SCCO)cc([N+](=O)[O-])c1)c1ccco1 is entered as CF NFkB inh = -5; NCOA2 inhibitor = 2; TWEAK-Fn14 inh = -5; LRH-1 inv ag = 22; EBV LMP1 NFkB = 5; TROY signal inh = 3; SRC1 inh = -2; NCOA3 inh = -6; C8 TRAIL sens = -11; KKLEB cytotox = -3; NR2F2 inh = -8
